Screens from PubChem.
PGE2 EP2 inh: inhibitors of human EP2 prostaglandin E2 receptor | P43116 | C6 glioma cells expressing human EP2, cAMP TR-FRET; cells stimulated with saturating PGE2 | inhibition, % at 25 µM | 0.52% of 260,000 active;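 active means percent inhibition above 40 after rounding to a whole number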;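 further: rat C6 glioma host cells with rolipram phosphodiesterase inhibitor present; the protocol text gives 20 µM as final concentration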
Target sequence (P43116 whole entry, looked up): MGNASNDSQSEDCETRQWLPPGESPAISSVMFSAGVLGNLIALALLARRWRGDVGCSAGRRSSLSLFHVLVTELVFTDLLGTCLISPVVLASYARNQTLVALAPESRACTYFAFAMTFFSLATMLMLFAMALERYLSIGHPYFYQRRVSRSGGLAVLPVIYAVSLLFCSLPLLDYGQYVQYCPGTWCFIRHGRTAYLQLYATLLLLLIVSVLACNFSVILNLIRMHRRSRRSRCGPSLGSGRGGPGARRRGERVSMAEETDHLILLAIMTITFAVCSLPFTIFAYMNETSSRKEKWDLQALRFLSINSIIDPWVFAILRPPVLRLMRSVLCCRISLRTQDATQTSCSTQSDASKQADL
zVAD death inh: L929 zVAD cell death inhibition; AID 1377; viability rescue, % at 10 µM; 0.38% of 220,000 active; L929 zVAD necroptosis rescue, ATP luminescence, 24 h; with zVAD 60 µM;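 active means activation, scaled between plate controls, above about 75%, limit read from the data; inactive means activation under that limit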;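 further: 0% = zVAD with DMSO and 100% = DMSO alone without zVAD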
TNF death inh: blocks TNF-alpha induced death of Jurkat FADD-/- cells; AID 463075; activation (protection from cell death), % at 10 µM; Jurkat FADD-/- TNF necroptosis rescue, ATP luminescence, 24 h; 0 = TNF only, 100 = no-TNF cells; 0.068% of 220,000 active;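 active means activation, meaning protection from cell death, of at least 50% relative to plate controls; inactive means activation below 50%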;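 further: necroptosis triggered by 40 ng/mL TNF-alpha added together with compound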
Wee1 degr inh: blocks degradation of human Wee1 kinase; P30291; HeLa Luc-Wee1K328M stability, luciferase luminescence; 100% = proteasome inhibitor MG132 effect; reporter increase, % at 5 µM; 1.2% of 220,000 active; AID 1321;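 active means activation above the mean of all tested compounds plus 3 SD, set per screening run, cut at about 8.8% in these data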;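 further: cells exposed to compound for 20 h before luminescence read; 0% = DMSO alone and 100% = MG132 at 30 µM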
TbHK1 inh: blocks Trypanosoma brucei hexokinase 1 activity; 0.11% of 220,000 active; AID 1430; recombinant TbHK1, G6PDH-coupled NADH A340; inhibition, % at 10 µM;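 active means inhibition of 50% or more in the single-dose primary screen; inactive means inhibition below 50%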
CHOP inhibitor: CHOP inhibition in unfolded protein response | CHO-K1 CHOP-promoter luciferase, tunicamycin-induced, 15-18 h | inhibition, % at 10 µM | 3.8% of 220,000 active | AID 2732;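 active means compounds that reduced the stress-induced luciferase reporter signal by more than about 70% of percent inhibition, limit read from the data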;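 further: 0% = tunicamycin plus vehicle and 100% = wells without tunicamycin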
FXIa inh: factor XIa (human) inhibition; P03951; purified FXIa, Boc-Glu-Ala-Arg-AMC fluorogenic substrate; inhibition, % at 5 µM; 0.14% of 220,000 active; AID 798;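 active means inhibition of at least 40%; inactive means inhibition below 40%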;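 further: fluorescence of freed AMC excited at 355 nm; 0% = enzyme without compound and 100% = no enzyme blank; many of its hits are not listed in these tables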
Target sequence (P03951 19-387 limits assumed): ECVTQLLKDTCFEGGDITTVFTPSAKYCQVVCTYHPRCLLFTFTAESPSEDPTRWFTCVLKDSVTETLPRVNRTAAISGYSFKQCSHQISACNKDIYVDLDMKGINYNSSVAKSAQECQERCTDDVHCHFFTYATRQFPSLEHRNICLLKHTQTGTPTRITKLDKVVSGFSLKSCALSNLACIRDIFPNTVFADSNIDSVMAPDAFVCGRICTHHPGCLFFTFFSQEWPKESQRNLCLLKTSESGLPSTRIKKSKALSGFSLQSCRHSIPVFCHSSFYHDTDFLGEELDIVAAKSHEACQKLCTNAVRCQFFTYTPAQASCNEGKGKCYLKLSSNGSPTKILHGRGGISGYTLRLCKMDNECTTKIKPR
Target sequence (P03951 388-625 limits assumed): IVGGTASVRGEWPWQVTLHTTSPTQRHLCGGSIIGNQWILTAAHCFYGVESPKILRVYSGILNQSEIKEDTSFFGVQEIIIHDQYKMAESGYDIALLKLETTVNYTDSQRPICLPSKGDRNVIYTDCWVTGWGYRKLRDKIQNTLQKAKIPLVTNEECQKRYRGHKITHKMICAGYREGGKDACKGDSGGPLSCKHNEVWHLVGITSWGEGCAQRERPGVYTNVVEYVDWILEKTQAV
FXIIa inh: blocks human coagulation factor XIIa protease activity | P00748 | purified FXIIa, Boc-QGR-AMC fluorogenic substrate, 2 h | inhibition, % at 5 µM | 0.3% of 220,000 active | AID 800; in the data active means inhibition above about 40%;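 further: 0% = enzyme with no compound and 100% = blank without enzyme; many of its hits are not listed in these tables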
PPC-1+TRAIL kill: compounds killing PPC-1 cancer cells with TRAIL present (potentiator screen, no TRAIL-free arm). cell killing (% activity), % at 4 µM. 0.41% of 220,000 active. PPC-1 cells + TRAIL, ATPLite viability luminescence;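 active means cell killing above 50% in the first pass at 4 µM, then a duplicate retest at 5 µM averaging 50% or more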;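 further: plate controls were cells with TRAIL plus DMSO for no effect and medium-only wells lacking cells for full effect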
The depositor's hits bear a star; · = no result given; & = joins results of further samples.

cpd	smiles	PGE2 EP2 inh	zVAD death inh	TNF death inh	Wee1 degr inh	TbHK1 inh
1	COc1ccccc1N1C(=O)CC(Sc2n[nH]c(-c3cccc(C)c3)n2)C1=O (stereo unspecified)	6	-0.2	-1.5	2	-1
2	O=C(N/N=C/c1cccc2nccnc12)c1ccccc1O	15	0.5	-19	2	-35
3	Cc1ccc(C(=O)n2nc(-c3cccnc3)nc2N)cc1	6	-0.3	-2.3	0	-5
4	Cc1c2c(nc3nnnn13)CCCC2	4	-0.7	0.3	1	1
5	O=C(O)CCC(=O)Nc1ccccc1C(=O)NCc1ccccc1	5	0.6	0.7	1	30
6	CON(C)c1nc(OCCNC(=O)OCc2ccc(Cl)cc2C)nc(N(C)C)n1	10	-0.3	-1.1	-2	2
7	CCCCN(C)CCNC(=O)c1c[nH]c2ccc(S(=O)(=O)N(CC)CC)cc2c1=O	·	0.1	-0.4	-2	-8
8	CC(=O)NCCc1ccc(S(=O)(=O)NCc2ccc3c(c2)OCO3)cc1	5	-0.1	-1.0	-2	-3
9	O=C(CSc1ccc2nnc(-c3ccccn3)n2n1)Nc1ccc2c(c1)OCCO2	10	0.8	-1.3	0	-4
10	Cc1nn(CC(=O)Nc2ccccn2)c(C)c1Br	10	-0.3	3.7	0	-1
11	O=C(c1cccc(-c2ccc(O)cc2)c1)N1CCN(c2ccc(F)cc2)CC1	3	-0.8	-0.4	-1	-7
12	COc1ccc(-c2nc3cccc(C)n3c2NCC2CCCO2)cc1O (stereo unspecified)	7&15	-0.9	-2.2	2	-10
13	O=C(Nc1ccc(C(F)(F)F)cc1)c1cccnc1N1CCOCC1	7	-0.9	-1.1	-2	-1
14	Cc1cccc(Cn2nc(C)c(NC(=O)c3ccc(F)cc3)c2C)c1	13	4.5	-0.7	-2	-7
15	Cc1ccc(N/C(C(Cl)=C(Cl)Cl)=C(/Cl)[N+](=O)[O-])c(C)c1	10	0.9	-0.1	0	-2

cpd	CHOP inhibitor	FXIa inh	FXIIa inh	PPC-1+TRAIL kill
1	3	8	24	1
2	42	2	6	20
3	-10	48*	94*	6
4	7	-4	-1	-1
5	8	-4	0	7
6	12	-3	10	18
7	-3	2	12	12
8	-4	-5	13	4
9	12	4	11	-1
10	12	8	12	6
11	52	-3	3	2
12	-7	-5	2	14
13	-8	-2	9	-11
14	13	-2	8	1
15	15	5	12	14

(continued)
cpd	smiles	PGE2 EP2 inh	zVAD death inh	TNF death inh	Wee1 degr inh	TbHK1 inh
16	COCc1cc(C)nc(SCC(=O)Nc2cccc(C)c2C)c1C#N	6	-0.5	0.7	5	3
17	Cc1nn(C(=O)N2CCCCC2)c(C)c1CN1C(=O)c2ccccc2C1=O	13	0.3	-2.0	0	4
18	Cc1onc(-c2ccccc2)c1NC(=O)N(CCC#N)Cc1ccccc1	13	0.3	-1.3	-3	11
19	COc1ccc(C)cc1NC(=O)c1cc2ccccc2cc1OCC(=O)NCc1ccco1	12	0.7	1.7	0	3
20	O=C(O)C1CCN(S(=O)(=O)c2cccnc2)CC1	10	-0.3	-0.3	-3	7
21	COc1ccccc1C(=O)NC(=S)Nc1ccc(NC(=O)c2cccs2)cc1	6	1.5	4.8	1	-2
22	COc1cccc(/C=C/C(=C2\C(=O)N(c3ccccc3)N=C2C)c2ccc(Br)cc2)c1OC	·	-0.2	-20	0	-9
23	Cc1ccc2cc(C3CC(c4cccs4)=NN3S(C)(=O)=O)c(Cl)nc2c1 (stereo unspecified)	5	0.5	3.6	3	-24
24	COc1ccc(-c2csc(NC(=O)c3cc(C)on3)c2C#N)cc1OC	6	0.7	-1.2	1	-17
25	c1ccc(-c2csc(-c3ccc(-c4csnn4)cc3)n2)cc1	10	1.7	1.4	0	-32
26	O=C(Oc1ccccc1C(=O)N1CCOCC1)c1ccc(F)cc1	8	0.4	1.7	0	-3
27	Brc1ccc(-c2nnc3sc(CNC4CCCC4)cn23)cc1	12	·	0.6	2	1
28	c1ccc(Cn2ncc3c(N4CCCCC4)ncnc32)cc1	-2	-0.6	2.5	-2	0
29	O=C(c1coc(=O)c(Br)c1)N1CCOCC1	14	1.1	-0.7	5	0
30	COc1cc(Nc2nc(-c3ccccc3)c3cc(C)ccc3n2)cc(OC)c1OC	·	0.3	-1.7	-1	-18

cpd	CHOP inhibitor	FXIa inh	FXIIa inh	PPC-1+TRAIL kill
16	32	0	1	0
17	21	1	8	2
18	-14	-9	7	-7
19	10	1	8	19
20	23	3	18	2
21	38	-7	2	-9
22	·	·	·	·
23	11	5	9	13
24	-9	-4	8	-5
25	-7	11	3	-14
26	19	1	4	4
27	15	3	11	14
28	17	-10	-7	5
29	6	8	14	0
30	48	18	26	16

The closing 4 compounds of the section above open the next one.
cpd	smiles	PGE2 EP2 inh	zVAD death inh	TNF death inh	Wee1 degr inh	TbHK1 inh
27	Brc1ccc(-c2nnc3sc(CNC4CCCC4)cn23)cc1	12	·	0.6	2	1
28	c1ccc(Cn2ncc3c(N4CCCCC4)ncnc32)cc1	-2	-0.6	2.5	-2	0
29	O=C(c1coc(=O)c(Br)c1)N1CCOCC1	14	1.1	-0.7	5	0
30	COc1cc(Nc2nc(-c3ccccc3)c3cc(C)ccc3n2)cc(OC)c1OC	·	0.3	-1.7	-1	-18
31	CCc1c(C)nc(SCC(=O)c2ccc(C)c(C)c2)[nH]c1=O	-3	0.5	-2.7	0	6
32	CC1=CC(C)[C@H](/C=N/n2c(=O)[nH]c3c([nH]c4ccc(Br)cc43)c2=O)C(C)C1 (stereo partly specified)	6	0.8	1.2	-2	8
33	O=C1C2C3C=CC(C4CC34)C2C(=O)N1/N=C/c1ccc(-c2ccc(F)cc2[N+](=O)[O-])o1 (stereo unspecified)	13	0.4	-3.8	-2	-8
34	O=C(N/N=C/c1c[nH]c2ccccc12)c1ccn(Cc2ccc(Cl)cc2)n1	23	-0.1	-17	0	-17
35	COc1ccc(OC)c(/C=c2\sc3nc(-c4cccs4)nn3c2=O)c1	9	0.3	-0.2	-3	-22
36	CCCNC(=O)NC(=O)CSc1nncs1	6	1.7	6.5	1	-1
37	Cc1ccc(NC(=O)c2cccc(F)c2)cc1S(=O)(=O)N1CCCCCC1	7	34	-0.1	14*	1
38	O=C(Nn1c(-c2ccccc2)nc2ccccc2c1=O)c1ccc([N+](=O)[O-])cc1	7	0.4	0.0	-2	-4
39	Cc1ccc(S(=O)(=O)Nc2nc3c(s2)C(=O)CC(C)(C)C3)cc1	10	-0.8	-0.1	-1	-41
40	O=C(/C=C/c1ccccc1)NC(NC(=S)Nc1cc(Cl)ccc1Cl)C(Cl)(Cl)Cl (stereo unspecified)	12	2.7	-15	0	1
41	Cc1cc(/C=N/NC(=O)c2ccc(O)cc2)c(C)n1C1CC1	4	1.0	-0.8	-1	-28
42	CCCCCOC(=O)c1[nH]c2c(c1C)C(=O)CC(c1ccco1)C2 (stereo unspecified)	6	·	-15	2	12
43	CC(C)CC(NC(=O)c1ccc(Cl)cc1Cl)C(=O)O (stereo unspecified)	7	0.3	0.8	-3	-1
44	CC(C1CC1)N(Cc1ccccc1)C(=O)NC(=O)c1cccc(F)c1 (stereo unspecified)	7	0.5	-0.5	-1	3
45	Cc1cc(C)cc(N(C(=O)c2sc(C)nc2C)C(C(=O)NCc2ccco2)c2ccccc2)c1 (stereo unspecified)	17	0.3	-2.1	-2	5

cpd	CHOP inhibitor	FXIa inh	FXIIa inh	PPC-1+TRAIL kill
27	15	3	11	14
28	17	-10	-7	5
29	6	8	14	0
30	48	18	26	16
31	60	8	13	-18
32	-8	-2	6	·
33	-1	9	19	-33
34	32	4	9	23
35	-17	-8	7	21
36	-14	-11	-1	37
37	26	2	·	8
38	1	20	25	-2
39	-7	9	13	18
40	56	6	2	4
41	4	-3	2	1
42	·	16	18	-2
43	32	18	21	5
44	21	2	5	-2
45	15	-11	0	18

Additional compounds:
cpd	smiles	PGE2 EP2 inh	zVAD death inh	TNF death inh	Wee1 degr inh	TbHK1 inh
46	Cc1ccc(O)c(N=Cc2sc3ccccc3c2Cl)c1	11	-0.5	0.7	-2	18
47	S=C(NC1CCCCC1)N1CCc2ccccc2C1	9	0.6	1.8	-2	0
48	CCN1C(=O)c2n[nH]c(C(=O)OC)c2C1=O	6	0.1	-11	-3	-3
49	O=C(Cc1cccc2ccccc12)NNC(=O)Nc1ccc(Cl)cc1	9	3.7	7.0	1	-9
50	CC1CCN(c2ccc(C(=O)NCc3ccco3)cc2[N+](=O)[O-])CC1	4	5.2	2.2	1	29
51	COC(=O)Cc1sc(-c2ccccn2)nc1-c1ccccc1	12	2.7	-1.6	-1	-8
52	CN(c1ccccc1)S(=O)(=O)c1cccc(Cl)c1Cl	6	-0.6	-0.6	-1	-8
53	Cc1ccc(C)n1Cc1ccccc1Cl	4	-0.7	0.3	0	-4
54	O=C(NCc1cccs1)c1noc2c1CCCC2	3	0.8	4.1	-4	-1
55	Cc1nc2cc(NS(=O)(=O)c3ccc(Br)cc3)ccc2n1C	6	1.0	1.2	4	-1
56	COc1ccc(-c2nnc(SCC(=O)Nc3cc(C)on3)n2N)cc1OC	14	0.0	-2.6	-2	-3
57	CCOC(=O)c1c(-c2ccc(C)o2)csc1NC(=O)CSc1nnc(C)s1	4	-0.2	-2.6	9	-6
58	NC(=S)N/N=C\c1c(OCc2ccccc2Cl)ccc2ccccc12	4	-1.9	-11	4	-17
59	Cc1ccc2nc(NC(=S)NC(=O)c3ccco3)sc2c1	19	-0.7	-2.4	4	-21
60	Cc1ccc(S(=O)(=O)CCSC(=N)N)cc1	11	65	-0.6	-3	-6
61	O=S(=O)(c1ccc2ccccc2c1)N1C=CC(C(F)(F)F)=NCC1	18	0.4	1.9	-3	-8
62	COc1ccc(CNC(=O)COC(=O)c2ccccc2OCC(=O)Nc2ccc(SC(F)F)cc2)cc1	8	-1.5	-8.7	0	-6
63	Cc1cccc(C)c1NC(=O)C1CC(=O)N(C(C)C)C1 (stereo unspecified)	7&16	-0.3	-1.0	0	6

cpd	CHOP inhibitor	FXIa inh	FXIIa inh	PPC-1+TRAIL kill
46	31	6	7	24
47	27	-2	-4	24
48	-7	17	44*	8
49	13	-4	-5	-10
50	8	-7	0	18
51	17	-2	8	10
52	34	3	10	30
53	2	0	5	-5
54	·	-5	7	4
55	18	0	6	16
56	26	-2	4	-3
57	27	-5	-2	-17
58	-53	11	14	14
59	-82	6	-3	6
60	-34	-7	3	18
61	64	-8	0	28
62	-3	4	13	10
63	-7	15	21	5

Some of the entries above, set out differently.
| No. | SMILES | PGE2 EP2 inh | zVAD death inh | TNF death inh | Wee1 degr inh | TbHK1 inh | CHOP inhibitor | FXIa inh | FXIIa inh | PPC-1+TRAIL kill |
| --- | --- | --- | --- | --- | --- | --- | --- | --- | --- | --- |
| 55 | Cc1nc2cc(NS(=O)(=O)c3ccc(Br)cc3)ccc2n1C | 6 | 1.0 | 1.2 | 4 | -1 | 18 | 0 | 6 | 16 |
| 56 | COc1ccc(-c2nnc(SCC(=O)Nc3cc(C)on3)n2N)cc1OC | 14 | 0.0 | -2.6 | -2 | -3 | 26 | -2 | 4 | -3 |
| 57 | CCOC(=O)c1c(-c2ccc(C)o2)csc1NC(=O)CSc1nnc(C)s1 | 4 | -0.2 | -2.6 | 9 | -6 | 27 | -5 | -2 | -17 |
| 58 | NC(=S)N/N=C\c1c(OCc2ccccc2Cl)ccc2ccccc12 | 4 | -1.9 | -11 | 4 | -17 | -53 | 11 | 14 | 14 |

Not all compounds are listed; the hit share may differ from the screen's.
